Source: PubChem (several laboratories)
MC4R antagonist = antagonists of human melanocortin 4 receptor (MC4R); P32245; inhibition, % at 6.5 µM; MC4R-expressing cells, MTII-stimulated cAMP, LANCE TR-FRET; AID 540295; hit rate 0.48% among 360,000;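 active means inhibition above its plate's cutoff, the mean of tested wells on that plate plus 3 SD, cut at about 29% in these data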;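 further: 0% = Melanotan II alone and 100% = Melanotan II plus saturating MCL0020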
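Test system: U2OS cells stably expressing human melanocortin 4 receptor (MC4R); also added: Melanotan II challenge; compound: 6.5 µM single dose; timing: 30-min compound preincubation, 1-h Melanotan II challenge, 1-h detection, room temperature; signal: Eu-cAMP/anti-cAMP TR-FRET, emission 671 nm; repeats: one well per compound, no replicates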
MC4R ag barr = human MC4R agonism via beta-arrestin; U2OS MC4R beta-arrestin complementation, luminescence; percent of melanotan II response, DMSO zero; P32245; activation, % at 8.9 µM; hit rate 0.98% among 360,000; AID 540308;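 active means activation above a per-plate cutoff, the mean activation of sample wells on that plate plus 3 SD, cut at about 8% in these data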
H9c2 protect = modulators protecting cardiomyocytes from myocardial damage. H9c2 cardiomyocytes, H2O2 injury protection, ATPLite, 2 h. hit rate 0.63% among 360,000. AID 588492. protection from H2O2 cell death, % at 20 µM;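 active means compounds giving at least 50% protection of heart cells from peroxide-induced death in the single-dose screen, raw or plate-pattern-corrected value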;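 further: 0% = DMSO wells with peroxide and 100% = DMSO wells without peroxide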
NCOA2 inhibitor = human SRC2 (NCOA2) inhibition; Q15596; HEK293 GAL4-SRC2 luciferase reporter, luminescence; inhibition, % at 9 µM; hit rate 0.17% among 370,000; AID 651957;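 active means inhibition above the mean inhibition of all tested compounds plus 3 SD, set per campaign, cut at about 52% in these data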;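 further: 0% = DMSO treated cells and 100% = cells given Gossypol at 36 µM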
m5-HT2A agonist = activates the mouse 5-HT2A serotonin receptor; AID 624169; CHO-K1 mHTR2A beta-arrestin complementation, luminescence; percent of 30 µM serotonin response; activation, % at 7.6 µM; hit rate 0.66% among 360,000; P35363;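 active means activation above a run cutoff, the mean activation of all tested compounds plus 3 SD, cut at about 14% in these data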;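 further: 0% = plate median of compound wells and 100% = 30 µM serotonin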
ABHD5 PLIN5 PPI = inhibitors of human ABHD5-perilipin-5 interaction. Split G. princeps luciferase complementation, luminescence, 4 h. hit rate 0.78% among 360,000. Q00G26+Q8WTS1. inhibition, % at 4 µM;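 active means inhibition above the mean inhibition across every tested compound plus 3 SD, cut at about 22% in these data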;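 further: 0% = DMSO only wells and the 100% control is not disclosed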
ABCB6 inh 2 = inhibitors of human ABC transporter ABCB6; hit rate 0.19% among 360,000; Q9NP58; K562-ABCB6 porphyrin accumulation, flow cytometry, 1 h; stronger effect = lower value; AID 602162; fluorescence ratio to DMSO, % at 10 µM;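 active means fluorescence ratio to DMSO below 75%, the collection mean minus 3 SD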;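 further: signal is porphyrin accumulated inside mitochondria; 100% equals median channel fluorescence of DMSO control wells; lower ratio means ABCB6 inhibition with less porphyrin fluorescence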
TLR9-MyD88 block = blocks human TLR9 binding to MyD88; Q9NR96+Q99836; hit rate 0.21% among 340,000; inhibition, % at 4.98 µM; CHO BLA complementation TLR9-MyD88, CCF4 FRET ratio;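 active means inhibition above the mean over all tested compounds plus 3 SD, cut at about 21% in these data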;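 further: 0% = DMSO only wells and 100% = clavulanate BLA inhibitor control wells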
NOD2 RIPK2 PPI = blocks binding of human NOD2 to RIPK2. hit rate 0.38% among 360,000. inhibition, % at 4.98 µM. CHO BLA complementation NOD2-RIPK2, CCF4 ratio; in the data active means inhibition above about 21%;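 further: 0% = vehicle only and 100% = reference blocker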
N-glyco inh = blocks N-linked glycosylation in D54 reporter cells | hit rate 0.23% among 360,000 | reporter increase, % at 12.5 µM | D54 ERlucT glycosylation luciferase reporter, 24 h; percent of 100 nM tunicamycin response;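 active means mean luciferase reporter signal, scaled so untreated is 0 and the glycosylation-blocking control 100, at or above a set limit in every replicate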;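 further: luciferase carries N-glycosylation sites so blocking glycosylation raises the light; 0% = median of neutral control wells and 100% = median of 100 nM tunicamycin wells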
Active calls of the source: *; x = no result given. Some of the compounds tested; count on the stated rates, not on these rows.

Screens in order: MC4R antagonist, MC4R ag barr, H9c2 protect, NCOA2 inhibitor, m5-HT2A agonist, ABHD5 PLIN5 PPI, ABCB6 inh 2, TLR9-MyD88 block, NOD2 RIPK2 PPI, N-glyco inh
CCCN(CC1CC1)C(=S)NC(=O)c1ccccc1C
→ 8, -2.0, 6, -20, -5, 1, 97, -1, -9, 1
COc1ccc(Cl)cc1NC(=O)NC(C)C(C)(C)C (stereo not given)
→ 24, 0.1, 8, 15, -4, -3, 103, -14, 5, 1
C=C[C@@H]1c2ccccc2N(S(=O)(=O)c2ccc(C)cc2)[C@H](c2ccc(C(F)(F)F)cc2)C1(C#N)C#N
→ 9, -0.7, -6, -1, -1, -8, 100, -11, -14, -10
COc1cccc(CCN2CCC(CNS(=O)(=O)c3cc(-c4cc(C)no4)ccc3OC)CC2)c1
→ -3, -2.5, -3, 14, -8, 10, 96, -1, 6, 7
CC(=O)N1CCc2cc(S(=O)(=O)CCC(=O)NCc3ccco3)ccc21
→ 11, 0.2, 4, 1, 5, 4, 101, 1, 0, 1
CCN=C1SC(CC(=O)Nc2ccc3c(c2)OCO3)C(=O)N1CC (stereo not given)
→ 5, -0.4, 6, 3, -9, -3, 104, 4, -7, 1
COc1ccc(S(=O)(=O)NCc2cccnc2)cc1C(=O)Nc1ccccc1
→ -1, 0.7, -4, -11, -7, 4, 99, -13, -15, x
CCOC(=O)C1CCN(C(=O)c2ccc3c(=O)n4nc(Nc5ccccc5)sc4nc3c2)CC1
→ -3, -1.2, 27, -16, 2, 4, 99, -11, -4, 3
CCOc1ccc(/C=N/n2cnnc2)cc1
→ -4, -0.3, -2, -15, 0, 6, 95, -10, -9, -1
C=CCC1NS(=O)(=O)OC2CCCCC12 (stereo not given)
→ 5, -0.8, 3, 21, 4, -2, 100, -3, 5, 1
COc1ccc(-c2c(C)oc3c(CN4CCN(CCO)CC4)c(O)ccc3c2=O)cc1OC
→ 14, -1.4, 8, -12, -2, -6, 113, -3, -1, 0
CC(C)C[C@H]1CN(CCCC[C@H]2CNC(=O)C(=O)N2Cc2ccccc2)C(=O)C(=O)N1CC1CCCCC1
→ x, x, x, 6, 3, 0, 94, x, -8, x
Cc1ccc2[nH]c(CNC(=O)c3ccc(F)cc3)cc2c1
→ 12, -1.1, -5, -9, 0, 4, 96, -7, 5, -2
O=S(=O)(N=S(N1CCCCC1)N1CCCCC1)c1ccccc1
→ 1, -1.0, 2, -4, -2, -5, 98, 4, 6, 1
O=C(COC(=O)c1ccc(F)cc1F)NCc1ccc2c(c1)OCO2
→ 0, -2.2, -4, -1, -3, -10, 99, -12, -6, 3
NC(=O)CCN1CCCCC1
→ 6, -1.1, -2, -22, 6, 3, 100, 7, -8, 2
CCCCNc1cnn(-c2ccccc2)c(=O)c1Cl
→ -5, -0.9, 5, -40, 2, 5, 95, 5, 1, -1
Cn1c(=O)c(Sc2ccc(Cl)cc2)c(O)c2ccccc21
→ 3, -1.1, 9, 0, 3, 2, 99, -13, -6, 0
O=C(N=c1nc2ccccn2s1)c1ccccc1
→ 1, 0.2, -19, -51, -2, 2, 101, 3, -5, -19
O=C(Cn1cnc2cc(Cl)ccc2c1=O)Nc1ccc2c(c1)OCO2
→ -2, -2.4, -4, -11, 10, 1, 102, -8, 4, 0
Fc1ccc(C2NCCn3cccc32)cc1 (stereo not given)
→ 1, 0.7, 5, -14, 1, -3, 126, -17, -4, 1
COc1cc(CNC(=O)Nc2nc(C(N)c3ccccc3)cs2)cc(OC)c1OC (stereo not given)
→ -6, 0.1, -3, 23, -13, 2, 99, x, -6, 0
Cc1oc2c(CN3CCOCC3)c(O)ccc2c(=O)c1-c1ccc(Cl)cc1
→ -8, 4.6, 2, -6, 4, 9, 95, 4, 3, 0
CC(C)(C)SC(C(=O)N1CCOCC1)c1ccc(Br)cc1 (stereo not given)
→ 9, 0.2, 0, 9, -2, -2, 104, -3, -5, 1
CCN(C(=O)COC(=O)CSc1ccc(F)cc1)c1c(N)n(Cc2ccccc2)c(=O)[nH]c1=O
→ 16, -3.7, -2, -37, 0, -11, 97, 7, 2, -1
Cc1ccc(/C(N)=N/OC(=O)c2ccc(Cl)cc2Cl)cc1
→ 18, 2.1, -24, -43, 3, 2, 113, -1, -1, -19
CCn1c(CN(C)c2ccccc2)nc2ccccc21
→ 0, -1.0, -3, 11, 10, 5, 99, 4, -6, -2
CC1(c2nnc(-c3ccc(F)cc3)o2)CC(c2cccc(Cl)c2)=NO1 (stereo not given)
→ 11, 0.9, -5, -26, 7, 4, 95, 8, -5, -1
C/C(CC(C)C)=N\NS(=O)(=O)c1ccc(C)c([N+](=O)[O-])c1
→ 10, -1.9, 0, -9, -4, -1, 98, -1, -7, 0
CCN(CC)S(=O)(=O)c1cc(NS(=O)(=O)c2ccccc2)ccc1C
→ 9, 2.2, -2, 5, -2, -2, 97, -14, -6, 1
COc1ccc(NC(=O)NC23CC4(C)CC(C)(CC(C)(C4)C2)C3)cc1OC
→ 8, 3.4, -20, 28, 6, -6, 102, -8, 8, -3
O=C(Nc1ccccc1)/C(=C\c1ccncc1)NC(=O)c1ccccc1
→ -1, -1.7, 2, -2, 0, 2, 101, -2, 0, 2
O=C(C1CC1)N1CCC(c2nc(-c3ccc(S(=O)(=O)N4CCCC4)cc3)no2)CC1
→ -2, 1.8, 4, 22, 13, 2, 97, -5, -2, -9
COc1ccccc1CCNC(=O)CSc1nc(=O)[nH]c2c1CCC2
→ 0, -2.9, -2, -4, -6, 5, 96, 3, 11, 2
COc1ccc(C=O)c(OC)c1
→ 1, -1.0, 5, 5, -1, -2, 102, 5, -13, -1
CCCn1nc2cc(C(=O)NCc3ccc(C)cc3)ccc2c1OCC
→ 3, -0.1, 4, 1, -5, 1, 96, -3, -1, 1
COC(=O)C1=C(C(=O)OC)[C@@H]2Nc3ccccc3[C@@]23C[C@@H](C(=O)OC)N=C3N1
→ 2, -2.2, 2, -8, 7, -2, 94, -4, -3, 3
COc1ccc2nc(N3CCCCC3)c(/C=C3\SC(=S)NC3=O)cc2c1
→ 25, 3.3, -19, -34, 2, -7, 105, -2, 10, 0
O=C(OCc1cnc(Cl)s1)c1cccc(Cl)c1
→ 1, -0.6, -8, 2, -3, 1, 95, -4, -4, 0
CCc1nc2ccc(C(=O)Nc3cc(-c4ccccc4)ccc3OC)cn2c1N(C=O)CCC(C)C
→ 0, 0.5, 15, -7, -2, 3, 97, x, 3, -7
CN(C)c1ccc(NC(=O)CSc2n[nH]c(-c3ccco3)n2)cc1
→ -1, -2.2, 8, 10, -2, -5, 102, 2, 0, 5
CC(/C=C/c1ccco1)=N\NC(=O)COc1ccc(C)c(C)c1
→ 3, 0.0, 6, -30, 2, 0, 99, -3, -6, 3
FC(F)(F)c1nc2cc3nc4ccccc4[nH]c3cc2n1
→ -11, -0.2, -10, -26, 5, 3, 97, -4, -17, 12
O=C(CN1C(=O)NC2(CCCCCCC2)C1=O)N1CCc2ccccc2C1
→ 5, -1.9, 4, 7, 3, 5, 98, -8, -2, -1
CCOC(=O)N1CCC(N2Cc3cccc(C(=O)NC(C)c4ccc5c(c4)OCCO5)c3C2=O)CC1 (stereo not given)
→ 8, -0.9, 30, 1, 5, 3, 104, 11, -9, -1
O=C(O)c1ccc(Cl)c(S(=O)(=O)NCc2cccnc2)c1
→ -2, 5.0, -5, 3, 0, 15, 93, -2, 6, 2
CC1Cn2c(Cc3ccccc3)nnc2S1 (stereo not given)
→ x, x, 6, 12, -1, 7, 100, x, -14, 1
CS(=O)(=O)c1ccc(C(=O)NC2CCOC2=O)cc1 (stereo not given)
→ 14, -0.7, 10, -31, 1, 1, 99, -4, 2, 0
CC(C)OC(=O)CN1CCN(C2c3ccccc3-c3ccccc32)CC1
→ 4, -1.2, 17, 10, -3, -4, 96, -2, 2, -2
CC(C)(C)c1ccc(/C=C2\Oc3cc(O)ccc3C2=O)cc1
→ -10, 2.2, -20, -31, 5, 1, 99, 21, 24*, -2
Cc1ccccc1OCc1nc(-c2ccc(-n3cccc3)cc2)no1
→ 3, 1.2, -4, -27, 12, 0, 100, -1, -8, 3
COc1ccc(OC(=O)NCCc2ccccc2)cc1
→ 11, -0.7, 3, -30, 5, 4, 97, 2, -6, 1
Cc1cc(=O)oc2cc(OC(C)C(=O)NC3CCCC3)ccc12 (stereo not given)
→ -1, 1.2, 5, -7, -3, 0, 91, 2, -2, 1
O=C1CCCC2=C1C(c1ccc(Cl)cc1)n1c(s/c(=C\c3ccc4ccncc4c3)c1=O)=N2 (stereo not given)
→ 4, -1.2, 25, -2, -2, -1, 98, 11, 3, 19
COc1cc(/C=C(\C(=O)O)c2ccc(S(=O)(=O)N3CCCC3)s2)cc(OC)c1
→ 14, -2.1, 10, -45, -2, -3, 99, -3, 4, 2
Cc1ccc(NC(=O)CC2SC3=NCCN3C2=O)cc1 (stereo not given)
→ 6, -0.6, 2, -6, -3, 23*, 102, 6, 15, 0
CC1(C)NC(=O)N(CCC(=O)Nc2cc(C(F)(F)F)ccc2Cl)C1=O
→ -3, 3.4, -3, -30, 11, -5, 97, 8, -6, 0
CCCCNC(=O)/C(=C/c1ccco1)NC(=O)c1ccco1
→ 7, -1.5, 6, -27, -1, -5, 103, 5, -1, 3
COc1ccc(NC(=O)C2(C)CCN2C2Cc3ccccc3C2)cc1OC (stereo not given)
→ -7, -2.5, 2, 6, -5, 8, 95, x, -7, 2
COc1cccc(C(O)c2cnc(C(C)C)n2C)c1 (stereo not given)
→ 9, -1.2, -2, 6, -1, 9, 99, 5, 1, 1
